Compound activity (PubChem)
All columns: NCI-60 one-dose screen, growth in % after 48 h at 10 µM unless noted; 100 = growth as untreated, 0 = no growth, -100 = all killed.
SK-MEL-5 = SK-MEL-5 melanoma; AID 1794755; 6.4% of 80,000 active
SK-MEL-28 = SK-MEL-28 melanoma; 4.1% of 81,000 active; AID 1794761
BT-549 = BT-549 breast cancer. AID 1794793. 4.4% of 78,000 active
LOX IMVI = LOX IMVI melanoma. 7.4% of 79,000 active. AID 1794757
HS 578T = HS 578T breast cancer | 4.1% of 78,000 active
T-47D = T-47D breast cancer; 5% of 79,000 active; AID 1794792
SK-MEL-2 = SK-MEL-2 melanoma | 4.7% of 77,000 active
MDA-MB-435 = MDA-MB-435 melanoma | 7.8% of 82,000 active
An asterisk follows results filed as active; / = not tested or not shown. Rule for the calls: active = growth percent below 10; inactive = the rest.

1. Nc1ccn(CCOc2nc(Oc3ccccc3C(=O)O)cc(-c3ccco3)n2)c(=O)n1
2. Cc1cc(=O)n2nnc3cc(C#N)ccc3n12
3. Clc1ccc2nc(-c3cccs3)[nH]c2c1
4. Cc1oc2nc[nH]c(=O)c2c1C(=O)/C=C/c1ccc(Br)cc1
5. O=C(CSc1nc2ccccc2c(=O)n1CCc1ccccn1)NNS(=O)(=O)c1ccc(Cl)cc1
6. COc1ccc(Oc2c(OC)cc([N+](=O)[O-])c3ncccc23)cc1
7. COc1ccc(-c2cn(-c3ccc(Cl)cc3)c(SCC(=O)c3ccc(F)cc3)n2)cc1
8. Cc1cn([C@H]2C[C@H](N=[N+]=[N-])[C@@H](CO)O2)c(=O)[nH]c1=O
9. NS(=O)(=O)c1ccc(C(=O)N/N=C(\CS(=O)(=O)c2ccccc2)c2cc3cc(Br)ccc3o2)cc1
10. COc1ccc(C2Nc3nc(SC)nc(N)c3N=C3c4ccccc4CCC32)cc1 (centres undefined)
Assay by compound,1,2,3,4,5,6,7,8,9,10
SK-MEL-5,101,115,/,8.5*,67,90,91,96,86,80
SK-MEL-28,129,118,113,24,121,110,108,102,98,103
BT-549,91,124,96,2.5*,90,102,97,95,101,105
LOX IMVI,91,99,108,-91*,89,85,102,102,95,90
HS 578T,96,124,103,24,/,93,71,107,81,97
T-47D,84,91,75,4.7*,78,70,92,97,88,80
SK-MEL-2,99,99,97,12,105,89,97,112,100,107
MDA-MB-435,106,100,109,20,102,108,102,100,73,93

11. Cc1ccc(C)c2c1SC1=NNC(Nc3ccccc3)=C(C#N)C(=N)N12
12. O=S(O)c1ccc(F)cc1
13. COc1cc(C2=NOC(c3ccc(N(C)C)cc3)C2)cc(OC)c1OC (centres undefined)
14. CC(C)(C)[C@@H](OCc1cn([C@H]2C[C@@H](O)[C@@H](CO)O2)c(=O)[nH]c1=O)c1ccc(C#Cc2ccccc2)cc1[N+](=O)[O-]
15. CC(C)(C)C(=O)OCc1ccccc1
16. CC(C)=CCCC1=C2[C@H](C[C@@]3(C)[C@H]2C/C(=N\O)[C@H]2[C@@]4(C)CC/C(=N\O)[C@@H](C)[C@@H]4CC[C@@]23C)OC1=O
17. CN1CCc2c(sc3nc4n(-c5ccc(Cl)cc5)cnn4c(=O)c23)C1
18. CC(C)N1CCC(=O)NC1=O
19. CCOC(=O)C1=C(C)N=C2Sc3cc(O)ccc3N2[C@H]1c1ccccn1
20. CSc1nn2c(=O)c3ccccc3nc2s1
Assay by compound,11,12,13,14,15,16,17,18,19,20
SK-MEL-5,95,98,90,91,104,85,109,107,96,102
SK-MEL-28,113,110,110,114,101,104,116,115,115,116
BT-549,113,102,122,46,103,91,93,116,94,107
LOX IMVI,99,90,87,93,98,84,98,/,44,96
HS 578T,114,113,91,91,109,90,115,118,88,109
T-47D,88,88,86,77,95,88,92,110,85,106
SK-MEL-2,112,87,95,93,102,89,118,110,73,107
MDA-MB-435,/,108,88,103,111,96,102,107,91,99

21. O=C(Cn1cc(CSc2nnc3oc4ccccc4n23)nn1)Nc1cc(Cl)cc(Cl)c1
22. O=C(Nc1cccc(-n2cc(-c3ccncc3)c(-c3ccc(Cl)c(O)c3)n2)c1)Nc1cc(C(F)(F)F)cc(C(F)(F)F)c1
23. O=C(Nc1cccc(-n2cc(-c3ccncc3)c(-c3ccc(O)c(Cl)c3)n2)c1)c1ccc2c(c1)OCCO2
24. CCOC(=O)C1=C(C(C)=O)C(c2ccccc2[N+](=O)[O-])C(C(C)=O)=C(C(=O)OCC)N1
25. Clc1ccc(-c2cn3cc(Cc4ccc(Cl)c(Cl)c4)sc3n2)cc1
26. CCc1ccc(C2CC(c3cccc(Br)c3)=NN2c2ccc(S(N)(=O)=O)cc2)cc1 (centres undefined)
27. O=C1OCC2=C1C(c1cccc(Cl)c1)c1cc3c(cc1N2CCO)CCC3 (centres undefined)
28. CCN(C(=O)C(c1ccccc1)C(C(=O)N(CC)c1ccccc1)c1ccccc1)c1ccccc1 (centres undefined)
29. COc1cc(C2C(C#N)=C(c3c[nH]c4ccccc34)Nc3nc(N)[nH]c(=O)c32)cc(OC)c1OC (centres undefined)
30. COc1ccc(C2=Nc3nc(-c4ccccc4)cc(=O)n3NC3=C2C(=O)CC(C)(C)C3)cc1
Assay by compound,21,22,23,24,25,26,27,28,29,30
SK-MEL-5,97,-95*,46,89,38,104,-8.1*,104,67,101
SK-MEL-28,103,-62*,77,108,71,113,59,113,56,106
BT-549,123,-36*,76,97,89,113,8.3*,105,52,100
LOX IMVI,97,-94*,58,86,53,101,13,99,52,101
HS 578T,102,-26*,53,86,94,104,-1.0*,101,96,105
T-47D,98,12,32,/,50,99,66,110,36,84
SK-MEL-2,101,-74*,/,116,113,103,/,114,94,98
MDA-MB-435,106,-31*,70,120,35,97,-50*,103,38,96

31. Clc1ccc(Cc2nnc3sc(-c4csc5c4CCCC5)nn23)cc1
32. Nc1onc(-c2ccccc2)c1[N+](=O)[O-]
33. N#Cc1ccc(/C=N/N=C2\C(=O)Nc3ccc(Br)cc32)cc1
34. COc1ccc(Cc2nn(CC(=O)N/N=C/c3ccco3)c(=O)c3c(C)noc23)cc1
35. CS(=O)(=O)Oc1cc2oc(=O)c3c(c2cc1Cl)CCCCC3
36. CC12CCCC(=O)N1c1ccccc1-c1nnnn12 (centres undefined)
37. CC(=O)N1C(=S)NC(C)=C(C(=O)OCc2ccccc2)C1c1ccc2c(c1)OCO2 (centres undefined)
38. CC(C)=C1C(=O)N(c2ccccc2)N(c2ccccc2)C1=O
39. Cc1cc(C)c2c(N)c3cccc(C)c3nc2n1
40. COc1ccc(CSc2nc(-c3ccc(OCc4ccccc4)c(OC)c3)c(C#N)c(=O)[nH]2)cc1
Assay by compound,31,32,33,34,35,36,37,38,39,40
SK-MEL-5,97,99,101,98,85,100,91,/,-39*,/
SK-MEL-28,93,95,103,98,103,102,102,112,-9.8*,99
BT-549,112,111,84,93,74,96,89,118,0.0*,129
LOX IMVI,26,88,108,97,102,93,74,102,1.5*,98
HS 578T,97,97,99,94,86,95,77,102,73,102
T-47D,80,82,88,85,70,105,58,122,-3.4*,103
SK-MEL-2,101,/,111,87,89,112,89,131,/,/
MDA-MB-435,93,94,103,95,96,105,60,100,2.8*,98

41. O=C(NNc1nc2cc(F)ccc2n2c(CN3CCCC3)ccc12)c1cnccn1
42. CCOC(=O)C/C(C)=N\O
43. COc1cc(-c2nn(-c3ccc(NC(=O)CN(C)C)cc3)cc2-c2ccncc2)ccc1Cl
44. CC(C)NCCCCCCl
45. S=C1SCN(CCc2ccccc2)CN1CCc1ccccc1
46. O=C(Nc1ccc([N+](=O)[O-])cc1Cl)c1cc(Cl)ccc1O
47. Clc1ccccc1-c1nnc2c(Cc3ccccc3)nc3ccccc3n12
48. CCCn1c(=O)[nH]c(N)c([C@H]2c3ccccc3Oc3[nH]c(=O)n(CCC)c(=O)c32)c1=O
49. O=c1sc2cc(Nc3ncnc4c3cnn4-c3ccccc3)ccc2n1Cc1ccc(Cl)cc1
50. Fc1ccc(/C=N/n2c(-c3cc(Cl)cc(Cl)c3Cl)nn(CNc3ccc(Cl)nn3)c2=S)cc1
Assay by compound,41,42,43,44,45,46,47,48,49,50
SK-MEL-5,22,100,85,110,89,-89*,58,/,87,102
SK-MEL-28,31,121,91,99,92,-10*,98,73,90,108
BT-549,24,97,91,103,129,-75*,66,43,101,114
LOX IMVI,3.6*,100,100,105,91,-59*,39,65,/,97
HS 578T,68,101,100,108,105,-21*,82,93,81,108
T-47D,15,98,81,101,71,3.5*,93,35,62,86
SK-MEL-2,46,107,108,103,105,-52*,95,92,88,98
MDA-MB-435,34,107,102,106,99,-17*,74,84,84,98

51. COc1ccc(-c2nc(SCCC(C)C)nc(N3CCN(C)CC3)c2C#N)cc1
52. CCOC(=O)[C@@H]1CSC=C(C(=O)O)N1
53. COc1ccc(CNc2ccc3nc(CCC(C)C)[nH]c3c2)cc1
54. CCCC(CC)N(c1ccc(Cl)cc1)c1nc(-c2ccc([N+](=O)[O-])cc2)cs1 (centres undefined)
55. CC(C)c1ccc(Cn2nc(Nc3ccccc3)nc2N)cc1
56. CCCc1[nH]nc2c1C(c1ccco1)C(C#N)=C(N)O2 (centres undefined)
57. N#Cc1c(-c2ccc(Cl)cc2)nc2c(c(-c3ccccc3)nn2-c2ccccc2)c1-c1ccc(N2CCCCC2)cc1
58. COC(=O)c1c2c(c(C)[n+]([O-])c1C)C(=O)C=C(NCc1ccccc1)C2=O
59. Cc1nc(N)sc1-c1ccccc1
60. CC(C)N1C(=O)NC2C1NC(=O)N2C(C)C (centres undefined) (tested in a mixture with another compound)
Assay by compound,51,52,53,54,55,56,57,58,59,60
SK-MEL-5,89,97,99,97,98,99,98,-98*,101,100
SK-MEL-28,100,85,103,105,102,121,101,14,116,114
BT-549,86,92,97,114,98,/,103,-68*,98,110
LOX IMVI,92,89,96,91,91,87,95,-28*,103,96
HS 578T,80,93,96,89,98,98,104,-31*,121,108
T-47D,88,92,86,74,73,/,98,-34*,98,121
SK-MEL-2,90,98,114,98,104,104,99,-30*,141,129
MDA-MB-435,94,101,98,103,122,92,104,-90*,104,100

A different layout for 12 compounds above.
Below each SMILES – SK-MEL-5 | SK-MEL-28 | BT-549 | LOX IMVI | HS 578T | T-47D | SK-MEL-2 | MDA-MB-435
(49) O=c1sc2cc(Nc3ncnc4c3cnn4-c3ccccc3)ccc2n1Cc1ccc(Cl)cc1
  87 | 90 | 101 | / | 81 | 62 | 88 | 84
(50) Fc1ccc(/C=N/n2c(-c3cc(Cl)cc(Cl)c3Cl)nn(CNc3ccc(Cl)nn3)c2=S)cc1
  102 | 108 | 114 | 97 | 108 | 86 | 98 | 98
(51) COc1ccc(-c2nc(SCCC(C)C)nc(N3CCN(C)CC3)c2C#N)cc1
  89 | 100 | 86 | 92 | 80 | 88 | 90 | 94
(52) CCOC(=O)[C@@H]1CSC=C(C(=O)O)N1
  97 | 85 | 92 | 89 | 93 | 92 | 98 | 101
(53) COc1ccc(CNc2ccc3nc(CCC(C)C)[nH]c3c2)cc1
  99 | 103 | 97 | 96 | 96 | 86 | 114 | 98
(54) CCCC(CC)N(c1ccc(Cl)cc1)c1nc(-c2ccc([N+](=O)[O-])cc2)cs1 (centres undefined)
  97 | 105 | 114 | 91 | 89 | 74 | 98 | 103
(55) CC(C)c1ccc(Cn2nc(Nc3ccccc3)nc2N)cc1
  98 | 102 | 98 | 91 | 98 | 73 | 104 | 122
(56) CCCc1[nH]nc2c1C(c1ccco1)C(C#N)=C(N)O2 (centres undefined)
  99 | 121 | / | 87 | 98 | / | 104 | 92
(57) N#Cc1c(-c2ccc(Cl)cc2)nc2c(c(-c3ccccc3)nn2-c2ccccc2)c1-c1ccc(N2CCCCC2)cc1
  98 | 101 | 103 | 95 | 104 | 98 | 99 | 104
(58) COC(=O)c1c2c(c(C)[n+]([O-])c1C)C(=O)C=C(NCc1ccccc1)C2=O
  -98* | 14 | -68* | -28* | -31* | -34* | -30* | -90*
(59) Cc1nc(N)sc1-c1ccccc1
  101 | 116 | 98 | 103 | 121 | 98 | 141 | 104
(60) CC(C)N1C(=O)NC2C1NC(=O)N2C(C)C (centres undefined) (tested in a mixture with another compound)
  100 | 114 | 110 | 96 | 108 | 121 | 129 | 100
